Screening data from PubChem.
LMP1 NFkB inh: EBV LMP1-driven NF-kappaB luciferase reporter inhibitors, primary screen, cell-based, luminescence, single point; LMP1-induced NF-kappaB luciferase reporter cells; inhibition, % at 12.5 µM; hit rate 0.69% among 350,000; in the data active = inhibition above about 41%;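 also: 0% = neutral control wells and 100% = reference inhibitor control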
TRAIL sens C8: viability loss with TRAIL in NB7+C8 cells, primary screen, TRAIL sensitizer project, cell-based, ATPlite luminescence | inhibition (viability loss, TRAIL sensitization), % at 10 µM | hit rate 1% among 360,000 | AID 624354, 2012;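 active = compounds causing at least 50% loss of cell viability in the single-dose screen, relative to plate controls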
iPSC survival up: enhancers of single-cell hiPSC survival, primary screen, ATPlite luminescence. 100% = ROCK inhibitor wells, 0% = DMSO. survival enhancement, % at 20 µM. hit rate 0.044% among 360,000. AID 602274, 2012; in the data active = survival enhancement above about 18%;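 also: cells exposed to compounds for 16 hours before the ATP read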
Peg3 promoter: Peg3 promoter-driven luciferase inhibitors, primary screen, cell-based, HeLa, luciferase luminescence; HeLa PEG-Prom luciferase reporter, overnight; hit rate 1.7% among 360,000; inhibition, % at 20 µM;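 active = inhibition of at least 50% at 20 µM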
NR2E3 ag-1: NR2E3 agonists in two-hybrid cells, primary screen, cell-based, luminescence, CHO-S, Gal4-NCOR/VP16-NR2E3; luciferase; inhibition of corepressor binding, % at 3.98 µM; Photoreceptor-specific nuclear receptor (Homo sapiens), Q9Y5X4; AID 602229, 2012; hit rate 0.35% among 360,000;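 active = inhibition above the mean of all tested compounds plus 3 SD, cut at about 70% in these data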;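 also: 0% = DMSO with NR2E3 transfected cells and 100% = cells lacking NR2E3 construct; higher means lower luciferase signal from less NR2E3 corepressor binding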
Target sequence (Q9Y5X4 whole entry, looked up, the tested form may be a part): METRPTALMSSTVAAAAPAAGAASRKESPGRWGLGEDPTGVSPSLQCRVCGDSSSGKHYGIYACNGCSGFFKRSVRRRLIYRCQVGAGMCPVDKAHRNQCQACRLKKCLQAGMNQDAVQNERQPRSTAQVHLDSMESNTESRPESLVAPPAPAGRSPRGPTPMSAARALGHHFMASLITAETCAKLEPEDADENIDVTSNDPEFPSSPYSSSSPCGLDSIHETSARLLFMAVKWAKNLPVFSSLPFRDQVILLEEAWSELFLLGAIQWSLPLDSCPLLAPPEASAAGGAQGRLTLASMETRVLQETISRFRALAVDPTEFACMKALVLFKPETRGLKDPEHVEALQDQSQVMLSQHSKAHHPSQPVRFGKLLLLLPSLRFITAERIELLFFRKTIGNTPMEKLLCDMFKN
KKLEB tox: cytotoxicity in KKLEB CF airway cells, primary screen, cytotoxicity control for CF NF-kB inhibitor project, cell-based, uHTS, fluorescence assay plates | activity change (cytotoxicity), % at 5 µM | KKLEB CF airway cells viability, ATPlite luminescence, overnight; stronger effect = lower value; cells stimulated with P. aeruginosa culture filtrate | AID 602141, 2011 | hit rate 0.36% among 360,000;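 active = corrected activity change at or below -50% at 5 µM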
Shn3 inh set2: reduction of Shn3 3'UTR firefly luciferase signal, primary screen, Schnurri-3 inhibitor project, cell-based, Clone20 osteoblasts, set 2; Clone20 osteoblast Shn3 3'UTR firefly luciferase, 24 h; inhibition, % at 12.5 µM; hit rate 0.52% among 360,000; AID 588674, 2011;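 active = mean inhibition of at least 75% with every replicate also reaching 75%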;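 also: 0% = median of neutral control wells and 100% = pilot-screen positive control compound; some compounds past the cut are filed as inactive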
NR2E3 ag-2: inhibitors of NR2E3-RetCOR corepressor binding, primary screen, NR2E3 agonist project, biochemical, TR-FRET, GST-NR2E3, biotin-RetCOR | 1536-well | inhibition of corepressor binding, % at 4.78 µM | hit rate 0.12% among 320,000 | AID 2300, 2010;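 active = percent inhibition above the cutoff of mean plus 3 SD of all tested compounds, set per screening campaign, cut at about 20% in these data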;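 also: 0% = DMSO wells and 100% = biotin wells as full block of FRET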
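system = GST-tagged NR2E3 plus biotinylated RetCOR corepressor | input = 1.35 nM GST-NR2E3 | also added = 7 nM biotin-RetCOR | schedule = 5 h incubation at 4 °C | measured by = TR-FRET with europium anti-GST and streptavidin-D2, 340 nm excitation | read-out = percent loss of FRET ratio relative to control wells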
CF NFkB inh: inhibitors of PAF-induced NF-kB signaling, primary screen, cell-based, GFP fluorescence, uHTS; KKLEB NF-kB-GFP reporter, GFP fluorescence overnight; AID 588850, 2011; hit rate 0.86% among 360,000; inhibition, % at 5 µM;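 active = at least 50% inhibition at 5 µM, scaled per plate between neutral and stimulator controls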;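 also: PAF is a Pseudomonas aeruginosa culture filtrate used as stimulus; plate controls were PAF-stimulated DMSO wells for no effect and unstimulated DMSO wells for full effect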
HIF-2a inh: HIF-2a reporter inhibitors, primary screen, luminescence, 786-0 RCC cells; AID 624352, 2012; hit rate 0.72% among 360,000; inhibition, % at 18.8 µM; 786-0 RCC cells HIF-2a reporter, luciferase luminescence, overnight;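 active = inhibition of the luminescence signal of 40% or more relative to plate controls, in a single-dose primary screen at 18.75 µM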
TRPM1 prom inh: inhibitors of MITF-dependent TRPM1 promoter reporter, primary screen, cell-based, SK-MEL-5, single point, luciferase; hit rate 0.83% among 330,000; SK-MEL-5 TRPM1 promoter luciferase, 24 h; inhibition, % at 12.5 µM;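 active = mean inhibition across replicates of 60% or more, whatever share of single replicates reaches that level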; also: values of inactives mirror those of a sister screen read the other way
Numbers without * were called inactive; nt = not tested or not shown. This is a subset (hit frequency here may not be typical).

molecule	LMP1 NFkB inh	TRAIL sens C8	iPSC survival up	Peg3 promoter	NR2E3 ag-1	KKLEB tox	Shn3 inh set2	NR2E3 ag-2	CF NFkB inh	HIF-2a inh	TRPM1 prom inh
COc1cc(OC)cc(C(=O)NN(CCC#N)C2=NS(=O)(=O)c3ccccc32)c1	-5.0	10.2	0.8	1.2	-14.5	0.2	-1.9	0.5	-2.2	10.1	-8.2
CN1CCN(CCC(=O)Nc2ccc(Br)cc2)CC1	1.4	8.1	0.3	6.3	-20.7	5.8	6.6	1.5	-3.9	8.9	1.1
CN=C1SC(CC(=O)Nc2ccc(C(C)=O)cc2)C(=O)N1C (configuration not stated)	5.4	-10.5	5.2	10.2	-6.2	8.6	-19.4	3.0	-3.9	4.0	11.4
O=C(O/N=C\c1ccc(N2CCCCC2)c([N+](=O)[O-])c1)c1cccc(Cl)c1	4.5	17.8	3.0	-1.0	-7.7	1.5	6.0	-3.2	4.1	-34.0	-6.9
O=C1C2C3C=CC(CC3)C2C(=O)N1c1ccc(Cl)cc1Cl (configuration not stated)	-0.4	12.2	-0.5	-23.4	-11.6	-6.4	-4.9	-2.9	-10.4	-12.8	-4.1
CCOc1ccc(NC(=O)c2[nH]c(C)c(C(C)=O)c2C)cc1	4.9	6.8	1.2	12.4	-33.1	18.9	-64.3	-4.6	-42.1	-75.0	6.6
Cc1ccc(NC(=O)CSc2nccn(-c3ccc4c(c3)OCCO4)c2=O)cc1	3.3	8.8	-0.3	-14.0	-0.6	-24.4	13.9	-1.6	9.1	-25.1	-5.5
Nn1c(SCc2csc(-c3ccccc3)n2)nnc1-c1cccs1	-9.5	6.4	0.9	-8.3	-11.4	-3.0	-13.9	-1.0	-35.0	-43.8	-3.4
Cc1cc(C)n(C(=O)CCC(=O)NCc2ccccc2)n1	2.3	3.1	-0.1	-7.8	3.9	10.0	-9.3	-4.5	-12.4	7.2	14.8
CC(=O)NS(=O)(=O)c1ccc(N=NN2CCCCCC2)cc1	-5.2	-9.0	2.8	12.2	9.9	6.7	-5.5	4.8	0.0	-2.2	3.9
O=C(Oc1ccc(Br)cc1C(=S)N1CCOCC1)c1ccccc1	6.8	-6.4	-0.4	16.1	13.8	-1.1	1.7	3.2	12.2	1.0	nt
Cc1ccc(/C=C/C(=O)Nc2cccc3cccnc23)o1	-24.9	-6.3	-0.2	-64.5	-4.0	3.4	-18.7	-2.7	-15.6	-73.4	11.3
O=C(NC1(Cc2ccccc2)CCN(CCCc2ccccc2)C1=O)c1ccccc1 (configuration not stated)	-7.1	25.4	0.4	48.8	20.3	-10.7	62.5	0.7	17.0	6.7	3.6
OCCOc1cccc(CN2CCC(CO)(CCOc3ccccc3)CC2)c1	-11.1	-10.0	4.9	10.5	14.9	-2.4	-8.6	2.0	-8.6	16.4	-4.8
CCOC(=O)C1(C)CCCCCN1C(=O)c1ccco1 (configuration not stated)	nt	-14.2	1.0	7.3	-32.8	-9.5	16.4	nt	-9.8	11.8	nt
CCC/C(=N\NC(=O)C1CC1)c1ccccc1	nt	6.9	1.4	4.7	-23.4	-6.5	nt	2.4	-20.2	20.9	nt
CCCN1CCC(=O)N([C@H](CSc2ccccc2)Cc2ccccc2)CC1	5.6	12.1	-0.6	-20.5	2.1	7.3	13.1	0.7	-1.9	-27.4	-0.3
Cn1nnnc1Sc1ncnc2scc(-c3cccc(S(C)(=O)=O)c3)c12	46.9*	1.9	-3.0	100.1*	-14.5	-14.0	60.3	4.9	52.1*	63.4*	77.9*
O=C(COC(=O)Cc1c(Cl)cccc1Cl)Nc1ccc(OC(F)(F)F)cc1	0.9	1.0	1.0	-1.1	-8.0	-11.8	-7.7	3.4	-8.1	13.1	19.7
Nc1nnc(SCC(=O)N2CCc3ccccc32)n1-c1ccccc1	-0.9	-3.0	-1.1	21.0	-14.5	3.2	-11.0	2.5	-6.3	11.3	7.5
O=C(O)C1=C[C@H](c2ccc3c(c2)OCO3)C[C@H](OCCCCO)O1	-0.5	3.6	8.0	-5.2	-6.1	3.2	-2.2	1.2	7.5	7.2	6.2
O=C(CN(Cc1cccs1)C(=O)CCC(=O)Nc1ccccn1)NCc1ccccc1	-4.9	-2.2	1.1	10.8	-27.2	-6.9	14.7	1.6	4.3	8.9	-3.0
CCn1c2ccccc2c2nnc(NN)nc21	11.1	0.9	-1.7	-2.6	17.1	5.2	70.6	-2.2	-3.2	11.8	19.4
CCN(CC)S(=O)(=O)c1cc(C(=O)N(C)CC(=O)Nc2ccc(Cl)cc2)ccc1Cl	7.4	-5.4	0.5	24.9	0.8	5.0	15.9	-2.8	2.8	13.5	0.9
NC(=O)c1ccccc1NC(=O)CSc1cn[nH]n1	-8.1	-28.7	0.2	-1.4	-1.1	1.7	11.5	3.1	1.0	9.7	-9.9

The last 2 compounds of the part before lead into the next:
molecule	LMP1 NFkB inh	TRAIL sens C8	iPSC survival up	Peg3 promoter	NR2E3 ag-1	KKLEB tox	Shn3 inh set2	NR2E3 ag-2	CF NFkB inh	HIF-2a inh	TRPM1 prom inh
CCN(CC)S(=O)(=O)c1cc(C(=O)N(C)CC(=O)Nc2ccc(Cl)cc2)ccc1Cl	7.4	-5.4	0.5	24.9	0.8	5.0	15.9	-2.8	2.8	13.5	0.9
NC(=O)c1ccccc1NC(=O)CSc1cn[nH]n1	-8.1	-28.7	0.2	-1.4	-1.1	1.7	11.5	3.1	1.0	9.7	-9.9
O=C(c1ccc(S(=O)(=O)N2CCCCC2)cc1)N1CCCc2ccccc21	-21.3	7.1	-0.9	-4.8	-2.7	5.8	-10.2	0.6	-9.0	12.5	4.1
Cc1cc(C)nc(-n2nc(C)cc2NC(=O)CN2CCCC2)n1	1.2	-1.9	-0.4	6.1	-19.3	0.2	5.6	-2.1	-12.3	24.1	0.3
Cc1ccc(NCCc2ccc(C)nc2)cc1	-7.5	9.2	2.1	-76.7	-29.9	7.8	-5.2	-1.4	-8.8	-78.3	-40.0
CCN(CC)C(=O)c1[nH]cnc1C(=O)N[C@@H](C)C(=O)OC(C)(C)C	-4.6	-12.3	-3.8	14.1	-3.2	8.3	-6.8	-5.7	-0.4	18.9	2.8
O=C(Oc1ccccc1)c1ccc(NC(=O)c2ccco2)cc1	25.5	1.0	2.1	-249.8	-8.6	3.8	-74.7	1.4	-11.2	-129.3	-8.3
O=C(CSc1nnnn1C1CCCCC1)N1c2ccccc2Sc2ccccc21	-1.3	1.2	0.3	12.3	-7.4	-0.5	35.1	-0.6	10.7	-5.5	-8.4
O=C(c1noc2c1CCCC2)N1CCN(Cc2ccccc2)CC1	-36.7	-6.8	-2.1	-41.1	-10.2	4.5	0.5	0.8	1.5	-69.3	2.0
COCCCNC(=S)N1CCN(C(c2ccccc2)c2ccccc2)CC1	1.8	-7.8	-0.3	5.8	-5.4	23.8	-15.2	nt	-46.6	11.5	-8.2
C[C@@H]1CN([C@@H](C)CO)C(=O)CCCn2nncc2CO[C@H]1CN(C)C	-7.0	0.9	-2.1	-3.6	12.0	-10.8	-8.7	nt	3.2	6.9	nt
Cc1ccc(/C=C/S(=O)(=O)N2CCC(C(=O)O)CC2)cc1	3.9	5.0	8.4	6.5	5.9	-7.8	8.9	-0.1	-21.2	11.4	-2.3
CCCCn1c(-c2nonc2N)nc2ccccc21	4.8	4.1	8.4	11.8	-17.3	-18.9	17.4	2.9	28.2	14.8	3.4
O=C(C=Cc1ccc2c(c1)OCO2)OCC=Cc1ccc2c(c1)OCO2	-0.2	-9.4	-1.7	3.4	0.0	6.2	0.6	nt	-1.1	-34.1	-8.1
Cc1ccc(C(=O)N(c2c(C)n(C)n(-c3ccccc3)c2=O)C(C)C)cc1	0.8	-6.8	4.7	5.5	-8.6	-3.1	-10.1	1.0	7.8	17.9	1.2
CCOC(=O)C1=CCN(S(=O)(=O)c2ccccc2C)C1c1ccc(C)cc1 (configuration not stated)	nt	-6.1	-1.2	12.0	-20.5	-2.2	9.9	nt	-6.3	3.4	nt
CCCC#Cc1ccc2c(c1)COc1c3ccccc3nn1-2	-26.2	36.8	-2.3	-273.0	-108.2	-34.9	-74.3	-1.3	7.3	-241.4	-52.3
COCCn1c(SCC(=O)NCCCN2CCCC2=O)nc2ccccc2c1=O	-9.6	-3.4	-2.3	13.9	-25.8	5.1	1.8	nt	-11.0	0.9	-2.5
Cc1ccc(NC(=O)/C(=C\c2ccccc2)NC(=O)/C=C/c2ccccc2)cc1	11.4	-13.5	-2.2	-3.2	-23.0	-6.1	-10.9	-1.5	0.8	-6.1	-3.0
COc1ccc(CN(Cc2cc3cccc(C)c3[nH]c2=O)C(=O)N(C)C)cc1	1.5	-4.7	2.1	-1.9	-7.1	5.4	6.4	0.0	-12.1	3.8	0.0
CCOC(=O)c1cc(C(=O)OCC)cc(-n2c(C)cc(C(=O)CN3CCOCC3)c2C)c1	2.4	-7.8	4.0	16.2	-7.6	1.7	-9.2	-0.2	-9.5	10.5	9.1
Cc1cc(NC(=O)C23CC4CC(C2)CC(n2cnc([N+](=O)[O-])n2)(C4)C3)no1	-8.3	-1.1	-0.9	11.2	-8.7	21.3	9.8	1.2	-18.8	2.2	6.0
Cc1ccc(Cl)cc1N1CCN(C(=S)NCc2ccco2)CC1	-1.4	-3.3	-0.8	17.8	-47.4	22.6	-0.3	-0.1	-23.6	8.7	-6.4
O=C(OCC(=O)C12CC3CC(CC(C3)C1)C2)c1ccc(CO)cc1	-3.4	-7.6	-0.4	-102.8	3.5	-2.1	-7.4	-1.4	3.3	-43.8	-26.8
O=C(Cc1ccccc1)N/N=C\c1ccc(Br)o1	-5.7	8.9	2.2	-17.4	-28.3	6.2	-4.4	nt	4.1	-33.8	-6.4
C=C1CCN(C(CC(C)C)C(=O)OC)S(=O)(=O)c2ccccc21 (configuration not stated)	-2.5	-11.2	-0.7	-0.3	5.7	-1.5	4.0	3.1	14.6	10.9	4.1
O=S(=O)(Nc1ncccn1)c1ccc(NS(=O)(=O)c2cccc(Cl)c2Cl)cc1	-5.6	9.1	3.8	3.9	5.8	7.7	-3.2	0.8	4.4	15.1	7.9
COc1ccc(CNC(=O)CC[C@H]2O[C@@H](n3ccc(=O)[nH]c3=O)[C@H](O)[C@@H]2O)cc1	nt	-14.3	3.8	11.7	-9.1	10.7	-11.7	nt	-6.6	21.1	nt
O=C(COc1ccc(Cl)cc1Cl)Nc1ccc(-c2ccc(N3CCOCC3)nn2)cc1	-6.5	9.2	-0.5	-30.5	-70.6	-12.9	-44.6	-219.9	6.8	-27.8	-31.2
